Glioma ERSR ind = qHTS for Inducers of the Endoplasmic Reticulum Stress Response (ERSR) in Human Glioma: qHTS; U87-MG GRP78 promoter luciferase reporter, 16 h; Potency, µM, for the others: top-dose activation, usual class: activators; actives 0.02% (n = 420,000); also: potency is read from the fitted curve at half-maximal effect; series mostly up to about 76 µM; % of control where 0% means no effect; nearly all actives have a fitted effect of over 35% in size
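Stably transfected U87-MG human glioma cells carrying a GRP78-based luminescent sensor were seeded at 1000 cells/well, pin-dosed with compounds and incubated 16 h. Luciferase reagent was then added, and end-point luminescence was read after 10 min at room temperature.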
APE1 inh = qHTS Assay for Inhibitors of the Human Apurinic/apyrimidinic Endonuclease 1 (APE1); AID 2517, 2012; DNA repair nuclease/redox regulator APEX1 (Homo sapiens), P27695; Potency, µM (highest dose often 65.8 µM), for inactives: at the highest dose activity change, negative = inhibition, hits mostly inhibitors; recombinant APE1, TAMRA/BHQ-2 abasic DNA cleavage fluorescence; actives 0.35% (n = 350,000);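 also: potency is read from the fitted curve at half-maximal effect; plate controls were vehicle for no effect and reference inhibitor for full effect; nearly all actives have a fitted effect of over 55% in size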
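Readout is kinetic fluorescence (ex 525, em 598 nm) from cleavage of 50 nM TAMRA/BHQ-2 THF abasic duplex by 0.75 nM APE1, compound added 15 min beforehand at RT.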
POLI inh = qHTS for Inhibitors of Polymerase Iota; Pol iota fluorescent replication assay, 10 min; Potency, µM (doses to about 115 µM), inactives show at the highest dose activity, negative = inhibition, hits mostly inhibitors; actives 1% (n = 390,000); AID 588590, 2011; also: potency is read from the fitted curve at half-maximal effect
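Pol iota at 10 nM preincubated 15 min with compounds at room temperature; reaction started with fluorescent substrate, 50 nM final. Fluorescence read kinetically at 0 and 10 min; buffer-only wells as negative control.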
Pol kappa inh = qHTS for Inhibitors of Polymerase Kappa. purified Pol kappa, fluorescent DNA synthesis assay, 10 min. Potency, µM (highest dose often 107 µM), inactives show at the top dose activity, negative = inhibition, actives largely listed as inhibitors. actives 0.53% (n = 400,000); also: potency is read from the fitted curve at half-maximal effect; % is scaled to controls: 0 for no effect and ±100 for the full control effect
Target sequence (Q9UBT6 whole entry, looked up): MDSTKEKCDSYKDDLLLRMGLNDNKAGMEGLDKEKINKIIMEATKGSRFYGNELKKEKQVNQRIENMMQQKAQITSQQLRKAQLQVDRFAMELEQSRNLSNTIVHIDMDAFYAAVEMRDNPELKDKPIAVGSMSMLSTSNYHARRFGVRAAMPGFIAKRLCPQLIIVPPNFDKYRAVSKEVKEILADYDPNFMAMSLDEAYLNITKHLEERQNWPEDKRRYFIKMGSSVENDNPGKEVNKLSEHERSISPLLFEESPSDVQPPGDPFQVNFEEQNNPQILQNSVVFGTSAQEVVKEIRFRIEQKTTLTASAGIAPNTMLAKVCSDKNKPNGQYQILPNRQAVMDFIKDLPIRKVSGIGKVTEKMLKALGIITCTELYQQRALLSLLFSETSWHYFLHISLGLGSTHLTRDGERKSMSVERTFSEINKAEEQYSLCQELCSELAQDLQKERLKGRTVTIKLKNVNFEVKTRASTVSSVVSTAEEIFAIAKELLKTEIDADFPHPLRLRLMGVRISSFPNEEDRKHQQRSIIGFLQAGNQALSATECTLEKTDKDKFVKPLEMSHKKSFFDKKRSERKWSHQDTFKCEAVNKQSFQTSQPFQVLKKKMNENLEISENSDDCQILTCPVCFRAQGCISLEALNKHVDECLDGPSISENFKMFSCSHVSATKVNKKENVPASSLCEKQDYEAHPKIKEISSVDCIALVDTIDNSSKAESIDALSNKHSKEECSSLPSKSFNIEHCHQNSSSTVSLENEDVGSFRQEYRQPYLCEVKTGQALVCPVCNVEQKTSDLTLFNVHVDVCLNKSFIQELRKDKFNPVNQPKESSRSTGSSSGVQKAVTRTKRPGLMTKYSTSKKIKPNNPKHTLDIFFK
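Kinetic fluorescence readout at 0 and 10 min followed reaction start with substrate at 50 nM final. Beforehand, enzyme (10 nM Pol kappa) stood 15 min with compound at room temperature; buffer-only wells were negative controls.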
LDHA inh = qHTS assay for inhibitors of human lactate dehydrogenase; purified LDHA, NADH/diaphorase-resazurin fluorescence; stronger effect = lower value; activity change, % (values are at about 110 or 230 µM); actives 0.15% (n = 480,000); AID 1347041, 2019; in the data active = activity change below about -30%; inconclusive = mostly about -25% to -30%;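 also: plate controls were DMSO wells for no effect and wells without enzyme for full effect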
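Remaining NADH was detected by diaphorase (0.133 mg/mL) converting 37 µM resazurin to fluorescent resorufin, read at 0 and 20 minutes. The preceding 5-minute room-temperature reaction used 2 nM LDHA, 0.2 mM sodium pyruvate and 0.06 mM NADH at pH 7.4.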
BLM helicase inh = qHTS Assay for Inhibitors of Bloom's syndrome helicase (BLM); RecQ-like DNA helicase BLM (Homo sapiens), P54132; recombinant BLM DNA unwinding, fluorescence dequenching; Potency, µM (series often up to 56.1 µM), inactives show top-dose activity change, negative = inhibition, actives largely listed as inhibitors; actives 0.2% (n = 350,000); AID 2528, 2010;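 also: potency is read from the fitted curve at half-maximal effect; plate controls were vehicle for no effect and no enzyme for full effect; nearly all actives have a fitted effect of over 35% in size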
Apoferritin bind = qHTS Assay for Identification of Novel General Anesthetics; apoferritin/1-aminoanthracene competitive binding, fluorescence; AID 485281, 2010; actives 0.074% (n = 350,000); Potency, µM (series often up to 77.5 µM), inactives show at the top dose activity change, negative = displacement, usual class: inhibitors; Ferritin light chain (Equus caballus), P02791; also: potency is read from the fitted curve at half-maximal effect; % is scaled to controls: 0 for no effect and ±100 for the full control effect; nearly all actives have a fitted effect of over 20% in size
Target sequence (P02791 2-175 limits assumed): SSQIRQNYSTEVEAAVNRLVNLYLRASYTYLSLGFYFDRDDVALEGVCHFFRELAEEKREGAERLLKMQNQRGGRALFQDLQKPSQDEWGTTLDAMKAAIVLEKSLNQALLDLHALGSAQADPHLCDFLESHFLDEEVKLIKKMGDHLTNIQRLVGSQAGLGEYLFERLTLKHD
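10 uM apoferritin + 50% sat. 1-AMA, PBS; cpd 10 min RT; Ex380/Em535 endpoint; normalized to free probe vs complex; 4-param Hill fit; propofol titration as pos. ctrl.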
Pol eta inh = qHTS for Inhibitors of Polymerase Eta; Potency, µM (titrated, usually from 114 µM), inactives show top-dose activity change, negative = inhibition, usual class: inhibitors; AID 588591, 2011; actives 1.2% (n = 390,000); DNA polymerase eta (Homo sapiens), Q9Y253; recombinant Pol eta, fluorescent DNA replication assay; also: potency is read from the fitted curve at half-maximal effect; % is scaled to controls: 0 for no effect and ±100 for the full control effect
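Pol eta (10 nM) was preincubated with compounds for 15 min at room temperature, after which fluorescent replication substrate (50 nM final) was added to start the reaction. Fluorescence was read kinetically at 0 and 10 min.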
POLB inh = qHTS Assay for Inhibitors of DNA Polymerase Beta | P06746 | Pol beta primer extension/strand displacement, fluorescence kinetic | Potency, µM (highest dose often 114 µM), without a hit: at the highest dose activity change, negative = inhibition, actives largely listed as inhibitors | actives 1.3% (n = 340,000) | AID 485314, 2010; also: potency is read from the fitted curve at half-maximal effect; % is scaled to controls: 0 for no effect and ±100 for the full control effect
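Enzyme-only controls used 10 nM Pol beta; buffer lacking enzyme served as negative control. Compound preincubated 15 min, then 50 nM substrate added; 0 and 10 min reads at room temperature.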
* hit, by the source's call; ? = inconclusive; / = no result given; & = joins results of further samples; [ ] = dose if it differs, or a comment. Unless noted, calls follow the shape of the dose curve; as a rule, active = well fitted curve in the direction sought with a large enough effect; inconclusive = small, poorly fitted or top-dose-only effect, or another doubt; inactive = no such curve, though single readings can be large; an effect the other way counts as inactive or inconclusive. Only part of the results is shown. The share of hits here may be higher or lower than overall.

Results follow in this order: Pol eta inh	APE1 inh	Pol kappa inh	POLB inh	POLI inh	Apoferritin bind	Glioma ERSR ind	BLM helicase inh	LDHA inh
CCCNS(=O)(=O)c1ccc(NC(=O)c2ccccn2)cc1
  -17%	-2%	-5%	0%	7%	2%	-9%	0%	0
O=C(CC1Sc2ccccc2NC1=O)c1ccc(Br)cc1 (stereo unspecified)
  -5%	8%	13%	-2%	22%	7%	-1%	3%	-10
COc1ccc2c(c1)C(SCC(=O)NCc1ccccc1)CC(C)(C)O2 (stereo unspecified)
  -7%	-1%	-10%	-11%	?	-13%	0%	0%	1
NC(=O)c1nsc(C(=O)N(Cc2ccc(F)cc2)C(C(=O)NC2CCCC2)c2ccco2)c1N (stereo unspecified)
  -18%	31%	-12%	-8%	128%[activator]	-23%	-6%	-6%	4
Cc1ccc(S(=O)(=O)Nc2ccccc2C(=O)NCc2cccnc2)cc1
  -14%	13%	11%	11%	53%[activator]	-2%	2%	1%	10&-5
O=C(CCc1nc(-c2ccccc2)no1)Nc1cccnc1
  -10%	31%	8%	14%	27%	-16%	1%	-1%	-5
COc1cccc(OC)c1CC1SC(=O)NC1=O (stereo unspecified)
  -2%	12%	-6%	22%	9%	1%	-5%	0%	-7
CCOc1ccccc1CN1CCC(N2CCOCC2)CC1
  -1%	-14%	3%	-10%	?	-12%	-5%	0%	-31*
COC(=O)CNC(=O)c1c(C)cc(=O)oc1C
  0%	8%	-1%[60.1 µM]	4%	19%	-4%	2%	-6%	1
COc1ccccc1-c1nc(C#N)c(N2CCC(Cc3ccccc3)CC2)o1
  -4%	?	-17%	4%	-13%	76%[activator]	-3%	-6%	-1
CC(=O)NCCCNC(=S)NCCCN(Cc1ccc(Cl)cc1)c1ccc(Br)cn1
  /	/	-6%	/	?	/	-3%&-4%	/	-21&-1
O=C1CS/C(=N/N=C\c2ccn[nH]2)N1
  -10%	3%	-18%	-19%	-5%[58.9 µM]	1%	-4%	-5%	1
COC(=O)CC1SC(=O)NC1=Nc1ccc(OC)cc1 (stereo unspecified)
  -23%	2%	-16%	0%	46%[activator]	-9%	-5%	-3%	4
COc1ccccc1CNC(=O)C1CCC(CNc2c(N3CCOCC3)c(=O)c2=O)CC1 (stereo unspecified)
  -10%	?	8%	1%	31%[activator]	2%	-3%	3%	-2
CC1=NN(c2nc(-c3ccc(C)cc3)cs2)C(=O)C1N=Nc1ccc2ccccc2c1 (stereo unspecified)
  -13%	8%	8%	-3%	-7%	-9%	0%	1%	-2
COc1ccc(/C=C/C(=O)Nc2ccc(S(=O)(=O)Nc3cc(C)nc(C)n3)cc2)cc1OC
  -10%	54%[activator][12.4 µM]	-21%	-23%	5%	49%[activator]	-6%	-2%	2
CC(Oc1cccc(F)c1)c1ccnc2nc(/N=C/N(C)C)nn12 (stereo unspecified)
  -8%	-2%	-3%	-4%	71%[activator]	-1%	-3%	-3%	2
CCOC(=O)/C(C(C)=O)=C1/OC(=O)c2ccccc21
  11%	10%	-13%	6%	5%	-12%	-5%	0%	-7
COc1cc(C(=O)NC2CC3CCCC(C2)N3Cc2ccccc2)cc(OC)c1OC (stereo unspecified)
  -12%	17%	9%	24%	43%[activator]	2%	-1%	1%	-2
C[C@H](CC[C@@H]1OC1(C)C)C1CC[C@H]2[C@@H]3CC=C4C[C@@H](O)CC[C@]4(C)[C@H]3CC[C@]12C (stereo partly specified)
  /	3%	6%[19.4 µM]	/	/	-5%	-6%	/	/

A draw from above in order of molecular weight, ascending:
Results follow in this order: Pol eta inh	APE1 inh	Pol kappa inh	POLB inh	POLI inh	Apoferritin bind	Glioma ERSR ind	BLM helicase inh	LDHA inh
CCOC(=O)/C(C(C)=O)=C1/OC(=O)c2ccccc21
  11%	10%	-13%	6%	5%	-12%	-5%	0%	-7
NC(=O)c1nsc(C(=O)N(Cc2ccc(F)cc2)C(C(=O)NC2CCCC2)c2ccco2)c1N (stereo unspecified)
  -18%	31%	-12%	-8%	128%[activator]	-23%	-6%	-6%	4
CC(=O)NCCCNC(=S)NCCCN(Cc1ccc(Cl)cc1)c1ccc(Br)cn1
  /	/	-6%	/	?	/	-3%&-4%	/	-21&-1

The list goes on.
Results follow in this order: Pol eta inh	APE1 inh	Pol kappa inh	POLB inh	POLI inh	Apoferritin bind	Glioma ERSR ind	BLM helicase inh	LDHA inh
CCC(CO)Oc1cc(NC(=O)c2ccc(OC)cc2)c2ncn(C(C)C)c2c1 (stereo unspecified)
  -5%	38%	5%	/	32%	/	-3%	/	17
COc1ccc(-n2nnnc2/C=C/Nc2cc(C(F)(F)F)ccc2OC)cc1
  -24%	-7%	-2%	1%	-5%	5%	-1%	-8%	-4
CCCCCn1c(N2CCC(C(N)=O)CC2)nc2c1c(=O)[nH]c(=O)n2C
  6%	-1%	-2%	38%[activator]	12%	-10%	-3%	4%	-4&0
COc1ccc(NC(=O)c2ccco2)cc1NC(=O)c1ccccc1[N+](=O)[O-]
  -9%&-14%	9%	-14%&-5%	85%&-6%	-4%&0%	-10%&2%	-1%&0%	-1%&1%	-2&-3
COc1ccc(/C=N/NC(=O)c2ccn[nH]2)cc1COc1ccc([N+](=O)[O-])c(C)c1
  -22%	-2%	-4%	-14%	?	-12%	1%	-3%	-1
COC(=O)[C@@]1(Cc2ccc(F)cc2)[C@H]2c3cc(C(=O)N4CCCC4)n(CCc4ccccn4)c3C[C@H]2CN1C(=O)c1ccccc1
  -16%	?	-2%	-17%	18%	-6%&7%	4%	-3%&-6%	-3
COc1ccccc1NS(=O)(=O)c1cc(C)ccc1C
  -5%	?	-20%	16%	-8%	-22%	0%	-13%	-3
COc1ccc(CC(=O)NCC2(c3ccc(OC)c(OC)c3)CCCC2)cc1
  -15%	1%	-5%	23%	119%[activator]	-4%	9%	-1%	-7
COc1cccc(NC(=O)C2CCCN(S(=O)(=O)c3cccc4nsnc34)C2)c1 (stereo unspecified)
  3%	2%	-10%	6%	2%	-7%	-4%	-8%	0
CSc1nc(-c2ccccc2)nc(NC(C)=O)c1C(C)=O
  -14%	-10%	5%	1%	-11%	-11%	-1%	0%	0
CCOC(=O)C1=CN(Cc2cccc(F)c2)S(=O)(=O)N(C)C1c1cccc(OC)c1 (stereo unspecified)
  -23%	2%	2%	/	25%	/	-3%	/	1
O=C(O)c1nn(Cc2nc3ccccc3o2)c(=O)c2ccccc12
  -4%	24%	-2%	14%	50%[activator]	-8%	0%	2%	-3
CCOc1ccccc1NC(=O)CCN1CCN(S(=O)(=O)c2ccc(Br)cc2)CC1
  -18%	-5%	-7%	-20%	-10%	2%	-6%	-1%	-2
COc1cc(C2C(C(=O)c3cccs3)=C(O)C(=O)N2Cc2ccco2)cc(OC)c1OC (stereo unspecified)
  -2%	12%	-25%	60%	-3%	-6%	0%	-2%	5
COc1cc(OC)c(OC)cc1/C=N/n1c(COc2ccccc2)n[nH]c1=S
  0%	44%	2%	1%	?	10%	3%	-7%	-3
Cc1cc(C)c(C#N)c(SCC(=O)OC2CCCCC2)n1
  -1%	-4%	-18%	?	0%	-6%	-1%	-8%	8
NC(=O)C1CCN(C(=O)c2ccc(NS(=O)(=O)c3ccc(F)c(F)c3)cc2)CC1
  -6%	6%	-2%	/	-18%	/	-3%	/	-4
Cc1cc(C)c(N)c(C(=O)O)c1
  -18%	5%	1%	17%	5%	27%	1%	-1%	-5
CCN(Cc1ccccc1)C(=O)CCc1nc(CN2CCN(C(=O)c3ccc([N+](=O)[O-])cc3)CC2)no1
  -18%	46%[activator]	4%	-1%	-3%	-11%	-2%	3%	0
Cc1ccc(C(=O)c2ccccc2C(=O)O)c(O)c1
  2%	10%	-7%[60.1 µM]	32%	8%	-8%	-3%	-1%	0
COc1ccc(C2=NN(C(=O)CSc3nc4ccccc4s3)C(c3ccc(OC)cc3)C2)cc1 (stereo unspecified)
  -18%	3%	3%	1%	-13%	25%	-3%	-9%	-3
COc1ccccc1NC(=O)Cn1c(=O)n(CCc2ccccc2)c(=O)c2c3c(sc21)CN(C(C)=O)CC3
  -1%	/	4%	31%[activator]	-16%	-15%	2%	-8%	-5
CSCCC(NS(=O)(=O)c1cccc(C(F)(F)F)c1)C(=O)N(C)CCOc1ccc(Cl)cc1 (stereo unspecified)
  -18%	-27%	-10%	/	13%	/	-7%	/	-2

Fetched by structure from the entries so far, four records:
Results follow in this order: Pol eta inh	APE1 inh	Pol kappa inh	POLB inh	POLI inh	Apoferritin bind	Glioma ERSR ind	BLM helicase inh	LDHA inh
O=C(O)c1nn(Cc2nc3ccccc3o2)c(=O)c2ccccc12
  -4%	24%	-2%	14%	50%[activator]	-8%	0%	2%	-3
CSCCC(NS(=O)(=O)c1cccc(C(F)(F)F)c1)C(=O)N(C)CCOc1ccc(Cl)cc1 (stereo unspecified)
  -18%	-27%	-10%	/	13%	/	-7%	/	-2
COc1ccc(-n2nnnc2/C=C/Nc2cc(C(F)(F)F)ccc2OC)cc1
  -24%	-7%	-2%	1%	-5%	5%	-1%	-8%	-4
NC(=O)C1CCN(C(=O)c2ccc(NS(=O)(=O)c3ccc(F)c(F)c3)cc2)CC1
  -6%	6%	-2%	/	-18%	/	-3%	/	-4
